# PfHsp90 yeast 2: reduces growth (ATP signal) of yeast expressing P. falciparum Hsp90; AID 504621; S. cerevisiae expressing PfHsp90, BacTiter-Glo ATP, 48 h; yeast lacking PDR1 and PDR3 efflux regulators; inhibition, % at 9.4 µM; 0.32% of 310,000 active;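 active means every replicate shows inhibition above about 80%, whatever the replicate mean, limit read from the data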;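 further: 0% = DMSO neutral controls and 100% = 20 µM radicicol positive controls; yeast relying on Plasmodium falciparum Hsp90 in place of its own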
# Mot1-301 SUMO: SUMOylation pathway inhibition by Mot1-301 growth rescue; 1% of 320,000 active; S. cerevisiae Mot1-301 growth rescue, ATP luminescence, 38.5C; percent above DMSO median, 100 means doubled; AID 2716; growth rescue, % at 18.8 µM;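 active means every valid replicate shows activation above 250% relative to neutral control wells; inactive means the rest, any valid replicate at or below 250%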;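 further: OY570 slx delta 5 strain wells were the positive control but not used for scaling; some compounds called inactive have numbers as strong as hits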
# CDK5 inh: inhibitors of human CDK5/p35 kinase | inhibition, % at 10 µM | Recombinant CDK5/p35, ADP-Glo luminescence, 60 min | 0.01% of 330,000 active;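 active means highest replicate inhibition of at least 50% and at least 75% of replicates reaching 50%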;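 further: plate controls were DMSO neutral control for no effect and GW8510 at 10 µM for full effect; many of its hits are not listed in these tables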
# Keap1 Nrf2 FP: disrupts human Keap1 binding to Nrf2 peptide. Keap1 Kelch-Nrf2 peptide fluorescence polarization, 1536-well. 0.15% of 340,000 active. inhibition, % at 9.4 µM. Q14145; in the data active means inhibition above about 12%;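 further: human Keap1 Kelch domain with fluorescein labeled Nrf2 9mer peptide probe; 0% = neutral control wells and 100% = peptide positive control; higher means more block of Keap1 binding to Nrf2 peptide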
# Target sequence (Q14145 whole entry, looked up, the tested form may be a part): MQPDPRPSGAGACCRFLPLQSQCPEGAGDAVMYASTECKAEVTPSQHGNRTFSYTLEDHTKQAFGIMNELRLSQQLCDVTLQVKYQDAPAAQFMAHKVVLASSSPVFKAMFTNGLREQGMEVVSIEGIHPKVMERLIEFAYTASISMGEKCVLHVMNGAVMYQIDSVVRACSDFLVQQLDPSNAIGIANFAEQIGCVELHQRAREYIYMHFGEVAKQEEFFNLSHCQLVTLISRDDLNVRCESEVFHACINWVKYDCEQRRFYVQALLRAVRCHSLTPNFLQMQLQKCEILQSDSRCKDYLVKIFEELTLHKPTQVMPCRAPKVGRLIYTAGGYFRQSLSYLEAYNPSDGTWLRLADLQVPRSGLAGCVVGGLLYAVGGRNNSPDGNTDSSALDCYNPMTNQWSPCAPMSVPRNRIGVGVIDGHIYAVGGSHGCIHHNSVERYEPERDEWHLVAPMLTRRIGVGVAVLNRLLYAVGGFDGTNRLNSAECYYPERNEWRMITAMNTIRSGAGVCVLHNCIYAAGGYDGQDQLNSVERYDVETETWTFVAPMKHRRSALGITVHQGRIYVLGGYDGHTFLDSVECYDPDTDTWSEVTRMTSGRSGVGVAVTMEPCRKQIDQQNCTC
# RTF Ca sens inh: cardiac RTF calcium desensitization; P19429+P45379; IANBD-labeled cardiac RTF, Ca2+ fluorescence; inhibition, % at 7.15 µM; 0.12% of 340,000 active; AID 493244;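 active means inhibition above the mean inhibition of all tested compounds plus 3 SD, cut at about 17% in these data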;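 further: assay run at fixed EC70 calcium of 1.6 mM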
# PvdQ inh: blocks Pseudomonas aeruginosa PvdQ acylase activity; purified PvdQ acylase, fluorescence plate reader; inhibition, % at 10 µM; 0.063% of 340,000 active; AID 488965; in the data active means inhibition above about 30%, passing the limit was not always enough;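 further: 0% = vehicle neutral wells and 100% = reference inhibitor wells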
# dFosB activator: mouse delta FosB homodimer activation. 0.99% of 340,000 active. activation, % at 25 µM. purified delta FosB, TAMRA-CDK5 oligo fluorescence polarization; percent of positive-control signal above neutral wells. P13346. AID 493131;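 active means mean activation above about 17%, with every replicate also reaching it, limit read from the data, passing the limit was not always enough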;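 further: fluorescence polarization rise as delta FosB binds a TAMRA Cdk5 AP-1 oligo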
# Target sequence (P13346 whole entry, looked up): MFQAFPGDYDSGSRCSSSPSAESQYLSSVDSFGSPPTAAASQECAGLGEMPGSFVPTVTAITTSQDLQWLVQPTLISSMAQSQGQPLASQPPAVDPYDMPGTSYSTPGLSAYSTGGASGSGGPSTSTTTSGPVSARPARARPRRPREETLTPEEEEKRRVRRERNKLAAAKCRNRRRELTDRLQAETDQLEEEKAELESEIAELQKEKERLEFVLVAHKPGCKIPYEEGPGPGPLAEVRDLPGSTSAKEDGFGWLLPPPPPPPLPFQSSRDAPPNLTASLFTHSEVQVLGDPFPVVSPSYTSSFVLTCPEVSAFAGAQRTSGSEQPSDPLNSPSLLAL
# Rtt109 HAT inh: blocks Candida albicans Rtt109/Vps75 acetyltransferase activity; Q5AAJ8; purified Rtt109/Vps75, ThioGlo CoA-SH fluorescence, 4 h; inhibition, % at 34.9 µM; 0.16% of 330,000 active;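 active means inhibition of at least 50% in every replicate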
# LANA DNA inh: inhibitors of KSHV LANA C-terminal domain DNA binding | MBP-C-LANA/FAM-LBS DNA binding, fluorescence polarization | inhibition, % at 9 µM | 0.078% of 340,000 active;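 active means highest replicate inhibition at or above 60% at 9 µM, even if other replicates fall short; inactive means all replicates below 60% inhibition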;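 further: 0% = neutral control wells and 100% = 4 µM acridine orange control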
# NSD2 HMT inh: blocks human histone methyltransferase NSD2; O96028; inhibition, % at 12.5 µM; NSD2 peptide methylation, AlphaScreen, 120 min; 0.54% of 310,000 active; in the data active means inhibition above about 50%
# cardiac RTF act: increases calcium sensitivity of human cardiac regulated thin filaments; IANBD-labeled TnC RTF fluorescence at EC20 calcium; 0% EC20 calcium, 100% full calcium; activation, % at 7.2 µM; 0.24% of 340,000 active;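 active means activation above the mean over all tested compounds plus 3 SD, cut at about 30% in these data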;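 further: rise in fluorescence read as greater calcium sensitivity of cardiac thin filaments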
# * marks the source's active call; other numbers are inactive results; x = not tested or not shown.
SMILES,PfHsp90 yeast 2,Mot1-301 SUMO,CDK5 inh,Keap1 Nrf2 FP,RTF Ca sens inh,PvdQ inh,dFosB activator,Rtt109 HAT inh,LANA DNA inh,NSD2 HMT inh,cardiac RTF act
[O-][N+]1=c2ccc(Nc3ccccc3)cc2=NC12CCCCC2,-2,7,2.7,-4,1,2,-1,27,-0.4,49,-2
O=C(NCc1ccc(Cl)cc1)C1CCC(=O)N(C2CC2)C1 (centres undefined),-17,-12,1.4,-1,8,-5,-4,-2,1.5,0,-2
Cc1cc(/C=N/n2cnnc2)c(C)n1-c1ccc(OCc2ccc(Cl)cc2)cc1,-11,-14,0.0,0,-2,-11,-15,-6,-3.6,1,1
CCOC(=O)N1CCN(C(=O)C(C)N(c2ccc(Oc3ccccc3)cc2)S(C)(=O)=O)CC1 (centres undefined),10,-10,1.0,0,1,3,-2,21,-3.1,-1,0
CCOC(=O)C1=CNS(=O)(=O)NC1c1ccc(C#N)cc1 (centres undefined),-5,x,-0.3,-3,1,8,-10,-1,1.9,x,-7
CCc1cc2c(=O)[nH]c(Cc3ccccc3)nc2s1,-20,-8,-0.2,-1,-5,-1,-6,-1,-1.1,1,-1
O=C(COC(=O)c1cnccn1)Nc1cccc(F)c1,-20,-6,-3.1,-1,-12,-12,1,-2,0.8,-1,1
COc1nc(OC)nc(N2CCC(NC(=O)C(Cc3ccc(C(C)C)cc3)NC(C)=O)CC2)n1 (centres undefined),-3,7,1.0,-10,-2,-14,-7,-22,-0.4,0,-4
O=C(NCc1ccco1)c1nn2c(C(F)(F)F)cc(-c3cccs3)nc2c1Br,12,4,0.3,-5,0,-6,-4,0,1.2,2,5
COc1cccc(N2C(=O)c3cccnc3C2O)c1 (centres undefined),-10,2,0.3,-4,-1,-4,-4,-3,0.9,-1,5
O=C(c1cccc(S(=O)(=O)Nc2cccc(C(F)(F)F)c2)c1)N1CCCCC1,12,231,1.8,0,-17,5,0,10,0.4,9,-3
Cc1ccc(NC(=O)/C(=C\c2cccs2)NC(=O)c2ccccc2)cc1,-11,46,-3.2,-3,-23,-12,8,-2,0.9,0,4
CCc1noc(C)c1C(=O)N1CCN(S(=O)(=O)c2ccc(C(C)=O)cc2)CC1,x,-11,0.7,2,-4,-6,2,9,-1.4,1,0
Clc1ccc2[nH]cc(-c3nnnn3-c3ccc4ccccc4c3)c2c1,-49,-6,-1.1,1,5,0,-5,0,2.8,36,-2
CC(C)n1c(N2CCN(CC(=O)Nc3ccc4c(c3)OCCO4)CC2)nc2ccccc21,x,1,-0.4,-2,8,-11,-5,1,0.3,x,6
Cc1ccc(Nc2cc(C)nc3ccc(C)cc23)cc1,-1,6,0.1,2,-10,5,-11,-1,-1.7,0,1
CCCN(CC(=O)Nc1ccccc1C)C(=O)c1ccc(C)c(S(=O)(=O)N2CCCCC2)c1,-7,-4,-0.5,2,-13,-15,-9,-11,-1.9,-3,-6
COC(=O)COc1ccc2c(c1)O/C(=C\c1ccco1)C2=O,-29,-14,0.3,-8,-15,-13,-17,-2,6.4,0,-4
CC(C)(C)NC(=O)c1cccc2c1-c1ccccc1C2=O,-23,-10,0.8,-3,-3,0,4,-1,3.2,26,-1
CC(C)C(=O)Nc1nnc(SCC(=O)N2C(C)CCCC2C)s1 (centres undefined),22,-12,0.5,-3,5,0,0,3,0.9,0,-11
Cc1cc(=O)oc2c3c(cc(OCC(=O)NCCCn4ccnc4)c12)OC(C)(C)CC3,-10,-18,0.2,-7,8,-17,-12,-12,-2.2,x,-3
CC(=O)c1c(C)[nH]c(-c2ccccc2)nc1=S,-1,-5,0.4,-1,5,-2,-4,25,1.0,0,3
O=C1/C(=C/c2cccc(F)c2)CSc2sccc21,10,11,-0.6,1,-3,29,-7,2,0.7,-3,-4
COC(=O)c1c(C)[nH]c(C(=O)/C=C/c2ccc(C)cc2)c1C,-26,23,8.0,1,3,3,-4,-7,2.7,-2,-2
CN1N=C(C(=O)NC2CCCc3c2cnn3-c2ccc(F)cc2F)CCC1=O (centres undefined),-22,1,-0.4,-2,-6,-16,4,2,0.3,-3,1
Cc1cc(/C=C(/C#N)c2nc3ccccc3[nH]2)c(C)n1-c1ccccc1C(=O)O,7,19,-0.8,-20,-8,1,-12,18,-0.5,7,10
CCc1ccc(NC(=O)C(C)Sc2nnc(CN3CCCC3)o2)cc1 (centres undefined),-15,-3,-0.4,0,-6,-10,0,-3,-1.8,-18,-4
Cc1cc(=S)[nH]c(=S)[nH]1,-6,-13,0.0,-4,-6,-9,-1,4,-0.9,14,-1
Cc1ccc(NC2=Nc3ccccc3N3C2=Nc2c(c(C)nn2-c2ccccc2)C3c2ccc(O)c(O)c2)cc1 (centres undefined),-8,x,-4.1,-1,-16,-2,-3,2,0.1,-3,9
O=C(C1=C[C@H](C2CCCCC2)C[C@H](OCCCCO)O1)N1CCN(Cc2ccccc2)CC1,17,7,-2.3,-1,0,-6,-3,10,-0.1,x,0
Cc1ccc(CNC(=O)C(C)OC(=O)c2cccs2)cc1 (centres undefined),2,-9,0.1,-1,-30,-15,-4,0,0.1,0,5
Cc1ccc(C(=O)N(c2ccccn2)C(C)c2ccco2)cc1C (centres undefined),-15,x,0.2,9,0,-6,-3,-7,-0.4,4,-2
CCOC(=O)C1C(=O)OC(C)(C)C1C(C)C(=O)c1ccc(C)cc1 (centres undefined),-6,-17,-3.4,0,-2,0,4,11,0.1,-3,0
O=C1CN(C(=O)CN2CCOCC2)C(c2ccccc2)c2cc(Br)ccc2N1 (centres undefined),-14,-12,-0.2,-1,-9,-13,1,-3,0.5,x,3
COc1ccc(N(C(=O)C2CCCCC2)S(=O)(=O)c2cccc3cccnc23)cc1,-1,32,3.3,-1,-7,2,1,3,-0.8,2,-1
Cn1cc(C(=O)N2CCN(c3ccccc3)CC2)c(=O)c2cc(S(=O)(=O)N3CCCC3)ccc21,-5,-9,-0.1,0,-1,0,-9,2,-1.9,0,7
Cc1ccc(S(=O)(=O)N2CCN(C(=O)c3cc4c(C)nn(-c5ccccc5C)c4s3)CC2)cc1,3,x,-0.7,2,3,0,1,11,-1.8,2,-1
CCc1nn(CC(=O)N2CCN(c3ccc(F)cc3)CC2)c(=O)c2cc3occc3n12,17,4,1.3,2,-1,-6,-7,-1,-1.3,2,-5
N#Cc1ccc(-c2ccc(OCC(O)CN3CCOCC3)cc2)cc1 (centres undefined),-9,-1,1.1,-5,2,-12,-6,x,-0.1,0,2
CCn1c(=O)cc(SCC(=O)NCc2ccc3c(c2)OCO3)c2ccccc21,10,-1,0.8,-1,0,-7,4,-3,-0.5,1,-4
COC(=O)[C@H](Cc1ccccc1)NC(=O)N1CCN(c2ccccc2)CC1,22,3,0.2,-4,6,1,4,-11,-0.4,-2,1
Cc1ccsc1/C=C(\C#N)C(=O)NCc1cccnc1,-8,-3,x,2,-12,-8,-2,-2,-0.4,-1,-1
CCCC(=O)N(CCN(Cc1ccccc1)C(=O)CCC)Cc1ccccc1,-4,-10,-0.5,-4,-10,-9,-7,2,-0.6,-1,13
O=C(CN(Cc1ccco1)C(=O)c1ccc(F)cc1)Nc1ccccc1Br,8,-2,0.0,1,-3,-1,-9,0,-0.7,-6,0
CCOC(=O)CCC(=O)N1CCOCCOCCOCC1,2,10,0.3,-3,2,-13,-5,-4,-2.2,-3,-4

# Eleven entries from above, with values under each structure.
# Order of results – PfHsp90 yeast 2 | Mot1-301 SUMO | CDK5 inh | Keap1 Nrf2 FP | RTF Ca sens inh | PvdQ inh | dFosB activator | Rtt109 HAT inh | LANA DNA inh | NSD2 HMT inh | cardiac RTF act
- Cc1ccc(CNC(=O)C(C)OC(=O)c2cccs2)cc1 (centres undefined)
 : 2 | -9 | 0.1 | -1 | -30 | -15 | -4 | 0 | 0.1 | 0 | 5
- Cc1ccc(C(=O)N(c2ccccn2)C(C)c2ccco2)cc1C (centres undefined)
 : -15 | x | 0.2 | 9 | 0 | -6 | -3 | -7 | -0.4 | 4 | -2
- CCOC(=O)C1C(=O)OC(C)(C)C1C(C)C(=O)c1ccc(C)cc1 (centres undefined)
 : -6 | -17 | -3.4 | 0 | -2 | 0 | 4 | 11 | 0.1 | -3 | 0
- O=C1CN(C(=O)CN2CCOCC2)C(c2ccccc2)c2cc(Br)ccc2N1 (centres undefined)
 : -14 | -12 | -0.2 | -1 | -9 | -13 | 1 | -3 | 0.5 | x | 3
- COc1ccc(N(C(=O)C2CCCCC2)S(=O)(=O)c2cccc3cccnc23)cc1
 : -1 | 32 | 3.3 | -1 | -7 | 2 | 1 | 3 | -0.8 | 2 | -1
- Cn1cc(C(=O)N2CCN(c3ccccc3)CC2)c(=O)c2cc(S(=O)(=O)N3CCCC3)ccc21
 : -5 | -9 | -0.1 | 0 | -1 | 0 | -9 | 2 | -1.9 | 0 | 7
- Cc1ccc(S(=O)(=O)N2CCN(C(=O)c3cc4c(C)nn(-c5ccccc5C)c4s3)CC2)cc1
 : 3 | x | -0.7 | 2 | 3 | 0 | 1 | 11 | -1.8 | 2 | -1
- CCc1nn(CC(=O)N2CCN(c3ccc(F)cc3)CC2)c(=O)c2cc3occc3n12
 : 17 | 4 | 1.3 | 2 | -1 | -6 | -7 | -1 | -1.3 | 2 | -5
- N#Cc1ccc(-c2ccc(OCC(O)CN3CCOCC3)cc2)cc1 (centres undefined)
 : -9 | -1 | 1.1 | -5 | 2 | -12 | -6 | x | -0.1 | 0 | 2
- CCn1c(=O)cc(SCC(=O)NCc2ccc3c(c2)OCO3)c2ccccc21
 : 10 | -1 | 0.8 | -1 | 0 | -7 | 4 | -3 | -0.5 | 1 | -4
- COC(=O)[C@H](Cc1ccccc1)NC(=O)N1CCN(c2ccccc2)CC1
 : 22 | 3 | 0.2 | -4 | 6 | 1 | 4 | -11 | -0.4 | -2 | 1

# Other structures follow.
SMILES,PfHsp90 yeast 2,Mot1-301 SUMO,CDK5 inh,Keap1 Nrf2 FP,RTF Ca sens inh,PvdQ inh,dFosB activator,Rtt109 HAT inh,LANA DNA inh,NSD2 HMT inh,cardiac RTF act
COCn1cnc(-c2ccccc2)c1-c1ccccc1,-13,-12,-1.2,-3,3,1,1,-11,1.5,7,6
CCOC(=O)C1=C(C)NC(=S)NC1c1ccc(OCC(=O)N2CCCCCC2)c(OC)c1 (centres undefined),-20,6,0.2,1,6,12,-7,9,1.1,3,-11
CN(Cc1ccccc1)C(=O)c1[nH]cnc1C(=O)NCC(=O)OCc1ccccc1,-15,-13,0.0,1,-2,2,0,5,0.6,x,2
O=C(c1ccccc1)n1c(=S)nc2ccccn21,38,-10,1.3,-5,7,-14,-14,1,-1.1,2,3
O=C(Nc1nc2c(F)cc(F)cc2s1)C1CC1,-5,3,4.8,-6,-7,18,-8,1,0.8,x,0
Cc1cnc([N+](=O)[O-])n1CCOC(=O)NC(=O)c1ccccc1,32,2,1.7,-2,-10,-3,4,-14,-0.9,-2,0
O=C(NCc1ccco1)c1nc2c(nnn2Cc2ccccc2Cl)c(=O)[nH]1,-77,-13,-2.0,-5,-7,-13,-4,4,-0.6,3,5
Cc1ccc(-n2nnnc2SCC(=O)c2cc(C)n(CC3CCCO3)c2C)cc1 (centres undefined),16,-3,-0.2,2,-3,3,5,-1,-0.7,5,-7
